12-LOX inh: Primary qHTS assay for inhibitors of human arachidonate 12S-lipoxygenase (ALOX12): Round 2 | Polyunsaturated fatty acid lipoxygenase ALOX12 (Homo sapiens), P18054 | actives 1.1% (n = 580,000) | Potency, µM (highest dose often 108 µM), for inactives: at the top dose activity change, negative = inhibition, hits mostly inhibitors | AID 1671190, 2021 | purified 12hLO, xylenol orange hydroperoxide absorbance; further: potency means the concentration at half of the fitted maximal effect; on the % scale 0 is the no-effect control and ±100 the full control effect
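Hydroperoxide product was detected by ferrous iron/xylenol orange as the 573 to 405 nm absorbance ratio. Arachidonic acid at 40 uM (final) was turned over for 30 min at room temperature by 150 nM human 12hLO, pH 7.0 Hepes buffer, after 15 min compound preincubation.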
JMJD2A Tudor: qHTS Assay for Inhibitors of JMJD2A-Tudor Domain. AlphaScreen JMJD2A-Tudor / H3K4me3 peptide binding. actives 4.4% (n = 390,000). Potency, µM (doses to about 114 µM), inactives show at the highest dose activity change, negative = inhibition, usual class: inhibitors; further: potency means the concentration at half of the fitted maximal effect; on the % scale 0 is the no-effect control and ±100 the full control effect; nearly all actives have a fitted effect of over 50% in size
RGS4 inh: Inhibitors of Regulator of G Protein Signaling (RGS) 4: qHTS; Regulator of G-protein signaling 4 (Homo sapiens), P49798; Transcreener GDP fluorescence polarization, RGS4-accelerated GTP hydrolysis; Potency, µM (highest dose often 114 µM), inactives show at the highest dose activity change, negative = inhibition, most hits filed as inhibitors; actives 0.039% (n = 390,000); AID 504845, 2011; further: potency means the concentration at half of the fitted maximal effect; on the % scale 0 is the no-effect control and ±100 the full control effect; nearly all actives have a fitted effect of over 75% in size; some results filed as inactive show a strong effect at the top dose
Target sequence (P49798 whole entry, looked up): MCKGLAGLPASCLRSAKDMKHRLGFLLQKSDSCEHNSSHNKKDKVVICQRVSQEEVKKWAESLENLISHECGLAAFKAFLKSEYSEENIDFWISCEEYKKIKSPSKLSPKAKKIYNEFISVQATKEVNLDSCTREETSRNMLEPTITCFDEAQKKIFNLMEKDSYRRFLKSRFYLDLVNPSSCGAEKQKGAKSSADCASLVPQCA
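MLSMR compounds (23 nl, pin-transferred) preincubated 10 min at room temperature with a 500nM (2x) first reagent, then RGS4 at 900nM (2x) plus Transcreener GDP mix added; fluorescence polarization (620/688 nm) read before and after 90 min at 30 °C.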
BAZ2B inh: qHTS Assay for Inhibitors of BAZ2B | Bromodomain adjacent to zinc finger domain protein 2B (Homo sapiens), Q9UIF8 | AlphaScreen BAZ2B-H3K14Ac peptide displacement | Potency, µM (top dose mostly 114 µM), for the others: top-dose activity change, negative = inhibition, hits mostly inhibitors | actives 4.4% (n = 360,000); further: potency means the concentration at half of the fitted maximal effect; on the % scale 0 is the no-effect control and ±100 the full control effect; nearly all actives have a fitted effect of over 60% in size
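Compounds, titrated to a top concentration of 110 uM, were incubated 30 min at room temperature with preformed BAZ2B/acetyl-K14 H3 peptide complex (50 nM each). Proximity signal was measured by AlphaScreen after 20 min with beads.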
PI4K2A inh: qHTS for small molecular inhibitors of PI4K2A | Phosphatidylinositol 4-kinase type 2-alpha (Homo sapiens), Q9BTU6 | purified PI4K2A, ADP-Glo luminescence, 1 h; hits give low values | activity change, negative = inhibition, % at 76.9 µM | actives 0.13% (n = 420,000); in the data active means activity change below about -50%; inconclusive means mostly about -30% to -49%;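 further: -100% = wells without enzyme as full effect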
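Compounds are screened against recombinant PI4K2A using PI as substrate and ATP, the latter dispensed at 300 microM. Reactions run one hour at ambient temperature before ADP-Glo detection; full inhibition defined by wells lacking enzyme.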
G9a inh: qHTS Assay for Inhibitors of Histone Lysine Methyltransferase G9a | Histone-lysine N-methyltransferase EHMT2 (Homo sapiens), Q96KQ7 | G9a H3K9 monomethylation, AlphaScreen, 2 h | Potency, µM (highest dose often 102 µM), inactives show at the highest dose activity, negative = inhibition, usual class: inhibitors | actives 8.8% (n = 350,000) | AID 504332, 2011; further: potency means the concentration at half of the fitted maximal effect; on the % scale 0 is the no-effect control and ±100 the full control effect; nearly all actives have a fitted effect of over 75% in size
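Enzyme 20 nM + cpd, 15 min RT; add b-H3K9 pep 500 nM / SAM 20 uM; 2 h RT; anti-H3K9me1 Ab 0.5 ug/mL + SA donor / anti-rabbit acceptor beads 20 ug/mL each, 10 min; AlphaScreen read.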
HP1b chromo inh: HTS for Inhibitors of HP1-beta Chromodomain Interactions with Methylated Histone Tails; Chromobox protein homolog 1 (Homo sapiens), P83916; AlphaScreen HP1-beta / biotin-H3K9me3 peptide binding; Potency, µM (top dose mostly 114 µM), without a hit: top-dose activity change, negative = inhibition, most hits filed as inhibitors; actives 0.56% (n = 390,000); further: potency means the concentration at half of the fitted maximal effect; nearly all actives have a fitted effect of over 70% in size; inactives centre near 23
Target sequence (P83916 whole entry, looked up): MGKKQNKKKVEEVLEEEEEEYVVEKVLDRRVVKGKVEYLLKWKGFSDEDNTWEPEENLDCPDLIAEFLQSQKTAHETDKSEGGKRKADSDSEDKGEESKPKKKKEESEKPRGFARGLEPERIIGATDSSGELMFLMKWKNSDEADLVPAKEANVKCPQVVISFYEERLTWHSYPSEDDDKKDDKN
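HP1-beta protein (50 nM final) preincubated 30 min at room temperature with biotinylated H3(1-18)K9me3 peptide (50 nM) in PBS pH 7.4, 0.01% Tween-20, then compound added for 30 min. AlphaScreen streptavidin donor/nickel chelate acceptor beads (10 ug/mL final), 30 min dark, luminescence read.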
GLS inh: qHTS for Inhibitors of Glutaminase (GLS); Glutaminase kidney isoform, mitochondrial (Homo sapiens), O94925; GLS enzymatic activity, qHTS titration; Potency, µM (doses to about 45.5 µM), for inactives: top-dose activity change, negative = inhibition, usual class: inhibitors; actives 0.21% (n = 410,000); further: potency means the concentration at half of the fitted maximal effect; on the % scale 0 is the no-effect control and ±100 the full control effect
Target sequence (O94925 whole entry, looked up, canonical isoform): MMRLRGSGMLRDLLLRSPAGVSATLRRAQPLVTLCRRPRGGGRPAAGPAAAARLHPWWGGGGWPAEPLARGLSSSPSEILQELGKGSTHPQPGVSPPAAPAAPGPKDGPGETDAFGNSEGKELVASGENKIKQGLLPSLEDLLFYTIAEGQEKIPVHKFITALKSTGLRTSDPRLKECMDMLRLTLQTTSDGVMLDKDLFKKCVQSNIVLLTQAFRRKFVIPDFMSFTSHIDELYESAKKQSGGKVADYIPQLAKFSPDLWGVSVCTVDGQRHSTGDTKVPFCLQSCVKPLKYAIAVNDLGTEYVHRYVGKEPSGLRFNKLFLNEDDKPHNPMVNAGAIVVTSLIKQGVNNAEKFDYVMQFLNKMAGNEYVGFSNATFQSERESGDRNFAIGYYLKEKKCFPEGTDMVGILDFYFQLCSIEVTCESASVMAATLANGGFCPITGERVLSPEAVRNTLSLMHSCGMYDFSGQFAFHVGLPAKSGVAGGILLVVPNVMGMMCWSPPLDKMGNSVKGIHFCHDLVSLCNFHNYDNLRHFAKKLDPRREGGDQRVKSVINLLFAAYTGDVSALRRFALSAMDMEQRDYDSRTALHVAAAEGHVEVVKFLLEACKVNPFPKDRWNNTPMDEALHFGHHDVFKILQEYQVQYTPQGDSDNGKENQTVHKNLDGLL
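hKGA in 45 mM KH2PO4 pH 8.2, 0.02% Tween-20 with pin-transferred compounds; 1 mM L-glutamine (stock) plus glutamate oxidase/HRP/Amplex Red coupling added. Fluorescence read initially and after 30 min at RT.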
ERG Ets-DNA blk: qHTS for Small Molecule Inhibitors of the ERG Ets/DNA interaction | actives 0.028% (n = 370,000) | Potency, µM (top dose mostly 76.9 µM), for the others: top-dose FP activity, negative = inhibition, actives largely listed as inhibitors | fluorescence polarization, His-ERG Ets domain / labelled DNA; active means well fitted inhibition curve with a large enough effect in the polarisation, with a control signal flat; inconclusive means small, poorly fitted or top-dose-only effect, or effect the other way, or a change in a side signal; inactive means no such curve, though single readings can be large or run the other way; the % refers to the polarisation;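 further: polarization taken with two DNA probes labelled with fluorescein and Texas red; potency means the concentration at half of the fitted maximal effect; % of control where 0% means no effect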
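His-tagged ERG Ets domain (1 uM in the protein solution; 300mM KCl, 50mM Tris-HCl, 1mM EDTA, 1mM DTT, pH 7.5) received compound, then a probe mix of 5 nM fluorescein-DNA and 100nM Texas-615-DNA. Fluorescence polarization was read for both dyes.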
* = called active by the depositor; i = inactive; ? = inconclusive; nt = not tested or not shown; & = joins results of further samples; [ ] = dose if it differs, or a comment. Unless noted, the call rests on the fitted dose curve; in most records, active means well fitted curve in the direction sought with a large enough effect; inconclusive means small, poorly fitted or top-dose-only effect, or another doubt; inactive means no such curve, though single readings can be large; an effect the other way counts as inactive or inconclusive. An excerpt, so the mix of outcomes need not match the whole.

[1] CCN(CC)c1ccc(NC(=O)c2cccn2-c2nnc(N3CCCCC3)s2)c(C)c1
[2] COc1ccc(NC(=O)Nc2ccccc2F)cc1
[3] O=C(c1cc2ccc3cccnc3c2[nH]1)N1CCCCC1
[4] CCCCN(C(=O)c1cccs1)c1c(N)n(Cc2ccccc2)c(=O)[nH]c1=O
[5] Cc1ccc(S(=O)(=O)N2CCCCC2)cc1NC(=O)CSc1nccn1C
[6] O=S(=O)(NCCOc1ccccc1Cl)c1ccc2oc3ccccc3c2c1

entry no.	1	2	3	4	5	6
12-LOX inh	?	-9%	-5%	-7%	-14%	0%
JMJD2A Tudor	50µM*	-6%	-27%	-12%	-17%	-6%
RGS4 inh	-47%	-19%	1%	-12%	7%	-7%
BAZ2B inh	32µM*	12%	0%[57.1 µM]	nt	?	nt
PI4K2A inh	2	-16	?	-6	-19	3
G9a inh	?	11%	-19%[59 µM]	nt	-15%	nt
HP1b chromo inh	?	23%	-13%	15%	9%	45%
GLS inh	11%	-4%	-8%	1%	2%	9%
ERG Ets-DNA blk	2%	nt	-2%	-4%	6%	1%

Some of these compounds in order of the RGS4 inh value, lowest first:
[1] CCN(CC)c1ccc(NC(=O)c2cccn2-c2nnc(N3CCCCC3)s2)c(C)c1
[2] COc1ccc(NC(=O)Nc2ccccc2F)cc1
[4] CCCCN(C(=O)c1cccs1)c1c(N)n(Cc2ccccc2)c(=O)[nH]c1=O
[3] O=C(c1cc2ccc3cccnc3c2[nH]1)N1CCCCC1
[5] Cc1ccc(S(=O)(=O)N2CCCCC2)cc1NC(=O)CSc1nccn1C

entry no.	1	2	4	3	5
12-LOX inh	?	-9%	-7%	-5%	-14%
JMJD2A Tudor	50µM*	-6%	-12%	-27%	-17%
RGS4 inh	-47%	-19%	-12%	1%	7%
BAZ2B inh	32µM*	12%	nt	0%[57.1 µM]	?
PI4K2A inh	2	-16	-6	?	-19
G9a inh	?	11%	nt	-19%[59 µM]	-15%
HP1b chromo inh	?	23%	15%	-13%	9%
GLS inh	11%	-4%	1%	-8%	2%
ERG Ets-DNA blk	2%	nt	-4%	-2%	6%

(more compounds)
[7] Cc1cc2c(cc1S(=O)(=O)Nc1c(C)cccc1C)n(C)c(=O)c(=O)n2C
[8] COc1ccc(-c2nc(NC(C)=O)sc2-c2ccc(OC)cc2)cc1
[9] COc1ccc2cc(CCNC(=O)c3ccc(Br)o3)c(=O)[nH]c2c1
[10] Cc1noc(C(=O)N(C)c2ccccc2)c1Cl
[11] Cc1ccccc1/C=N/NC(=O)c1sccc1C
[12] Cc1cc(C)cc(NC(=O)C2CC(=O)N(c3ccccc3)C2)c1 (stereo unspecified)

entry no.	7	8	9	10	11	12
12-LOX inh	3%	11%	?	i	-5%	-26%
JMJD2A Tudor	-4%	-24%	-27%	-10%	-12%	-1%
RGS4 inh	0%	3%	-18%	40%	-2%	-11%
BAZ2B inh	-17%	-20%	6%	5%	5%	-14%
PI4K2A inh	2	2	-2	0	-11	0
G9a inh	20%	?	50µM*	19%	16%[59 µM]	1%[59 µM]
HP1b chromo inh	52%[activator]	46%[activator]	13%	31%	0%	32%
GLS inh	-1%	5%	3%	0%	9%	-1%
ERG Ets-DNA blk	-11%	0%	11%	15%	-9%	-2%

[13] COc1ccc(-c2nnc(SCc3ccccc3F)o2)cc1OC
[14] CCOc1ccc(NC(=O)NCCN2C(C)CCCC2C)cc1 (stereo unspecified)
[15] CCOC(=O)C1(CCOc2ccccc2)CCN(Cc2ccc(O)c(OC)c2)CC1
[16] CCC(=O)N1c2ccc(S(=O)(=O)N3CCC(C)CC3)cc2CC1C (stereo unspecified)
[17] COc1ccc(OCc2nn3c(Cn4cnc5ccccc54)nnc3s2)cc1
[18] COCCN(CCOC)S(=O)(=O)c1ccc(C(=O)Nc2nc(C)c(C(C)=O)s2)cc1

entry no.	13	14	15	16	17	18
12-LOX inh	6%	0%	?	-20%	-34%	-20%
JMJD2A Tudor	28%	-9%	-33%	-13%	-33%	-18%
RGS4 inh	-2%	18%	-1%	-7%	-32%	4%
BAZ2B inh	22%	13%	12%	nt	4%	-3%
PI4K2A inh	-15	-4	0	-7	2	3
G9a inh	17%[59 µM]	13%	nt	9%[59 µM]	5.6µM*	37%[12.7 µM]
HP1b chromo inh	26%	13%	16%	31%	?	16%
GLS inh	16%	16%	6%	-3%	-15%	4%
ERG Ets-DNA blk	-5%	-2%	-10%	6%	-1%	-4%

[19] Cc1cc(NC(=O)COC(=O)C2CC(=O)N(c3ccccc3)C2)no1 (stereo unspecified)
[20] Cc1ccc2c(c1)c(=O)c1ccccc1n2CCCC(=O)Nc1ccc(Cl)c(Cl)c1
[21] COc1ccc(NC(=O)C2CCCN(c3nn4c(=O)cc(C)nc4s3)C2)c(OC)c1 (stereo unspecified)
[22] CCCCC(=O)Nc1cc(C)c(O)c(-c2nc3ncccc3o2)c1
[23] CC(C)c1ccccc1-n1c(SCC(=O)N2CCc3ccccc3C2)nc2ccccc2c1=O
[24] Cc1cccc2cc(COC(=O)c3cccs3)c(=O)[nH]c12

entry no.	19	20	21	22	23	24
12-LOX inh	-11%	?	11%	-17%	-7%	16%&-16%
JMJD2A Tudor	-9%	25%	-7%	-5%	-15%	?
RGS4 inh	2%	-13%	-28%	-10%	10%[11.4 µM]	?
BAZ2B inh	-16%	20%	?	15%	-24%	5%
PI4K2A inh	-1	1	-20	-3	-1	-1
G9a inh	26%	33%[59 µM]	64%[activator][59 µM]	15%[59 µM]	?	0%
HP1b chromo inh	6%	53%	43%[activator]	47%[activator]	40%[activator]	14%
GLS inh	-27%	-2%	-7%	16%	0%	-1%
ERG Ets-DNA blk	-5%	4%	-8%	3%	-1%	8%

Continuation:
Results follow in this order: 12-LOX inh	JMJD2A Tudor	RGS4 inh	BAZ2B inh	PI4K2A inh	G9a inh	HP1b chromo inh	GLS inh	ERG Ets-DNA blk
[25] CCN=c1scc(-c2ccccc2)n1/N=C/c1ccccn1
    nt	28µM*	-2%	14µM*	2	?	?	4%	-2%
[26] CCC(c1n[nH]c(=S)n1-c1ccccc1)N(C)C (stereo unspecified)
    28%	32µM*	-5%	-23%	4	8.9µM*	26%	15%	-3%
[27] O=C(CN(Cc1ccco1)C(=O)CCC(=O)Nc1ccccn1)NCc1ccccc1
    18%	-21%	-3%	1%	2	16%[59 µM]	-3%	7%	-4%
[28] COCc1cc(=O)[nH]c2cc(NC(=O)C(C)(C)CCl)c(C)cc12
    0%	-6%	-4%	-2%	3	0%[59 µM]	46%[activator]	-11%	-2%
[29] Cc1cc(NC(=O)c2cccnc2)ccc1Br
    5%	-4%	25%	6%	1	nt	51%[activator]	-2%	8%
[30] CS(=O)(=O)N1CCCC(C(=O)Nc2c(F)cccc2F)C1 (stereo unspecified)
    1%	-19%	-3%	1%	3	-3%	0%	6%	-6%
[31] Cn1c(=O)n(Cc2ccc(Cl)cc2)c2ccccc21
    -2%	1%	0%	6%	-1	2%[12.7 µM]	20%	-2%	nt
[32] CC(C)Oc1ccc(/C=N/NC(N)=S)cc1
    ?	-10%	?	-7%	3	-48%[59 µM]	21%	9%	-10%
[33] CC(C)Nc1nc(NC(C)C)nc(SCC(N)=O)n1
    7%	-13%	-25%	-5%	-3	31%[12.7 µM]	-12%	-2%	16%
[34] O=C(COC(=O)CNC(=O)c1ccccc1F)Nc1nnc(-c2ccccc2)o1
    5%	-28%	16%	-38%	0	56µM*	48%[activator]	-1%	3%
[35] O=C(O)CCCC(=O)N1N=C(c2ccccc2)CC1c1ccc2c(c1)OCO2 (stereo unspecified)
    0%&-50%	-7%	12%	?	-1	22%	25%	-16%	5%
[36] Cc1cnc(C(=O)OCC(=O)Nc2ccc(C)c(S(=O)(=O)N3CCCCC3)c2)cn1
    0%	-6%	-1%	-8%	-1	?	38%	-1%	-2%
[37] O=C(NCc1ccccn1)c1ccc2ccccc2n1
    13%	-3%	-6%	8%	1	8%	36%[activator]	-6%	-8%
[38] COc1ccc(-c2nc3ccccc3n3c(-c4ccc(OC)cc4)c4c(=O)n(C)c(=O)n(C)c4c23)cc1
    -20%	-22%	-2%	-3%	-2	4%[59 µM]	16%	0%	-7%
[39] O=C(c1ccc(-c2ccccc2)cc1)C1CCCN(C(=O)Cn2cncn2)C1 (stereo unspecified)
    7%	-17%	-6%	-15%	-2	-3%	69%[activator]	-3%	3%
[40] O=C(CCNc1ccc(F)cc1)c1ccco1
    338%[activator]	-18%	-4%	-23%	4	-48%[12.7 µM]	23%	9%	-1%
[41] O=S(=O)(NCCO)c1ccc2c(c1)Cc1cc(S(=O)(=O)NCCO)ccc1-2
    14%	-8%	-19%	3%	5	6%	2%	-1%	-5%

From PubChem BioAssay
